ARNT TACC3 PPI: disruptors of ARNT/TACC3 protein interaction, primary screen, biochemical, AlphaScreen, single concentration; Transforming acidic coiled-coil-containing protein 3 (Homo sapiens), Q9Y6A5; 0.66% of 390,000 active; inhibition, % at 9.99 µM; AlphaScreen His-ARNT PAS-B/GST-TACC3 binding, luminescence; TACC3 fragment carries E629A point mutation;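 active = mean inhibition of replicates at least 50% and at least half of replicates each reaching 50%; inconclusive = half or more replicates reach 50% but mean below 50%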;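 also: 0% = complete ARNT plus TACC3 wells and 100% = ARNT alone without TACC3; many hits fall short of the cut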
EWS-Fli block: EWS/Fli-driven NR0B1 reporter inhibitors, primary screen, A673 cells, NR0B1 luciferase, luminescence, MLPCN library; inhibition, % at 12.6 µM; 0.67% of 350,000 active; viability-normalised;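 active = mean inhibition of at least 50% after viability correction, with every replicate also passing that limit; inconclusive = mean reaches 50% but only one of two replicates passes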;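 also: firefly luciferase signal divided by Alamar Blue viability fluorescence both relative to DMSO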
ERp5 inh: inhibitors of ERp5-driven insulin aggregation, primary screen, biochemical, turbidity, absorbance 650 nm, single point | Protein disulfide-isomerase A6 (Homo sapiens), Q15084 | 90 min | inhibition, % at 9.99 µM | 0.05% of 350,000 active;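 active = mean replicate inhibition above about 25%, with every replicate also reaching it, limit read from the data, passing the limit was not always enough; inconclusive = only one of those two criteria met; inactive = neither criterion met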
Target sequence (Q15084 whole entry, looked up): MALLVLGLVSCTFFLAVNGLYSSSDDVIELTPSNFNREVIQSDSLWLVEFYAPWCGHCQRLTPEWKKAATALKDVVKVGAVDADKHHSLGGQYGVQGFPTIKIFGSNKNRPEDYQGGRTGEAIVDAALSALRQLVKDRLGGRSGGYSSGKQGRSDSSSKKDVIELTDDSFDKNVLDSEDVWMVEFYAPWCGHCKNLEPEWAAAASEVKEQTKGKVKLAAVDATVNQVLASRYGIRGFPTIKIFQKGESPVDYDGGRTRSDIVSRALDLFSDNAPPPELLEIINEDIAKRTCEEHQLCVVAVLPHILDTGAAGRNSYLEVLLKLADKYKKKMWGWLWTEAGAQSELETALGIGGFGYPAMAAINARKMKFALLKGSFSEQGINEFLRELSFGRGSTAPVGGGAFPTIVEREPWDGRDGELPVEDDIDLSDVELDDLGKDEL
CFTR F508del cor: F508del CFTR correction, initial screen, CFBE line, single point. CFBE cells, YFP halide quenching; stimulated with forskolin plus potentiator P3; % fluorescence drop versus neutral controls. activity (quench increase), % at 7.58 µM. 0.36% of 350,000 active. AID 720511, 2013;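 active = mean added fluorescence quench of at least 8% versus neutral control, with both replicates also reaching 8%; inconclusive = only one of the mean or replicate conditions met; inactive = mean below 8% and not both replicates reaching 8%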;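 also: cells transiently co-express mutant CFTR-F508del with the halide-sensitive YFP; corrector assay measuring rescue of mutant channel to the surface after 24 h compound exposure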
DENV2 CPE rescue: inhibitors of DENV2 cytopathic effect, primary screen, cell-based, plate reader, single concentration | DENV2-infected cells, cytopathic effect rescue | CPE inhibition, % at 9.99 µM | 1.7% of 350,000 active | AID 651640, 2012; in the data active = CPE inhibition above about 20%, passing the limit was not always enough; inconclusive = no clear call, values can overlap the other calls; tested in BHK-21 cells;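 also: 0% = median of neutral control wells and 100% = median of positive control wells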
PAX8 inh HTS: inhibitors of PAX8-driven TPO luciferase reporter, primary screen, RMG-I cells, single concentration; SteadyGlo, 24 h; inhibition, % at 12.6 µM; 1.2% of 360,000 active; AID 652154, 2013;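 active = mean replicate inhibition at least 60% with every replicate also reaching 60%; inconclusive = only one of the two criteria is met; inactive = mean below 60% and not all replicates reaching 60%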;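 also: luciferase light reporting Pax8 driven TPO promoter activity; plate controls were median of neutral control wells for no effect and mitoxantrone controls for full effect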
INS-1E GSIS act: GLuc luminescence reporter in INS-1E cells, primary screen for activators of glucose-dependent secretion of insulin; INS-1E GLuc reporter insulin secretion, 2-3 h; 0.61% of 370,000 active; activation, % at 16.6 µM;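 active = lowest replicate activation of at least 40%, so every replicate reaches that level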;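 also: 0% = median of neutral control wells and 100% = median of IBMX positive control wells; some compounds called inactive have numbers as strong as hits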
Xi reactivation: activators of inactive X chromosome reactivation, primary screen, imaging, XiGFP fibroblasts, GFP high-content imaging, set 2. XiGFP mouse fibroblasts, % GFP-positive cells imaging, 3 d; cells co-treated with 5-aza-dC sensitizer; scaled so ellipticine positive control = 100%. activation, % at 7.58 µM. 0.055% of 360,000 active. AID 743238, 2013;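 active = mean normalized replicate activation at least 10% and every replicate at or above 10%; inconclusive = only one of the two criteria met; inactive = mean below 10% and not all replicates reach 10%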;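 also: 0% = median of on-plate neutral control wells and 100% = ellipticine 6 µM median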
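Schedule: 3 d treatment, 15 min room-temperature fixation; system: 68-5-11 XiGFP fibroblast line; buffer or medium: DMEM plus 5-aza-dC sensitizer; control set: ellipticine 6 µM positive control; compound: one concentration, pinned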
Starred values were filed as active, the others as inactive; ? = inconclusive; . = not tested or not shown.

SMILES | ARNT TACC3 PPI | EWS-Fli block | ERp5 inh | CFTR F508del cor | DENV2 CPE rescue | PAX8 inh HTS | INS-1E GSIS act | Xi reactivation
CCC1Nc2ncnc(N3CCOCC3)c2N(Cc2ccccc2)C1=O (stereo not drawn) | 7 | -1 | -3 | -0.5 | 2 | 7 | 10 | 0.0
CCNC(=O)C[C@H]1CC[C@H]2[C@@H](COc3ccc(NC(=O)c4ccc(F)cc4)cc3C(=O)N2C)O1 | 3 | -1 | -3 | 3.3 | 13 | -5 | -3 | 0.2
CCC(=O)N1CC[C@@H]2[C@H]1c1cc(C#Cc3ccccc3F)ccc1N[C@@H]2CO | 3 | -11 | . | 0.3 | . | 9 | -1 | 0.1
CC(OC(=O)c1ccc(-c2ccc(O)cc2)cc1)C(=O)NC1CCCCC1C (stereo not drawn) | -17 | 3 | 0 | -5.1 | -12 | -7 | 4 | -0.1
CCN1C(=O)[C@H]2[C@@H](c3ccc(-c4ccc(Cl)c(Cl)c4)c(OC)c3)N[C@@](Cc3ccccc3)(C(=O)OC)[C@H]2C1=O | -3 | 19 | -4 | -4.0 | ? | -17 | -2 | 0.0
CC(C)C(c1nnnn1Cc1ccc(F)cc1)N1CCN(C2CCCC2)CC1 (stereo not drawn) | -6 | -8 | 7 | 0.4 | 12 | 17 | -2 | 0.1
Cc1noc(C)c1NC(=O)Nc1ccc2c(c1)C(=O)N([C@@H](C)CO)C[C@H](C)[C@H](CN(C)S(=O)(=O)c1ccccc1)O2 | . | -6 | . | -0.6 | . | . | 33 | -0.4
O=C(C[C@@H]1C[C@@H]2c3cc(NC(=O)NC4CCCCC4)ccc3O[C@@H]2[C@@H](CO)O1)NCCc1ccccc1 | . | 10 | -1 | -0.3 | 6 | -23 | -4 | 0.1
COc1ccc(NC(=O)N(C)C[C@@H]2Oc3c(NS(=O)(=O)c4ccc(C)cc4)cccc3C(=O)N([C@@H](C)CO)C[C@H]2C)cc1 | 7 | -6 | -2 | -2.0 | -1 | -17 | 3 | -0.8
COc1ccc(C(C)C)cc1S(=O)(=O)N1CCC(C(=O)N2CCN(C)CC2)CC1 | 2 | -3 | 0 | -2.9 | 0 | 9 | 7 | 0.2
CO[C@@H]1CN(C)C(=O)c2cc(NC(=O)c3cnccn3)ccc2OC[C@@H](C)N(CCc2ccccc2)C[C@H]1C | 12 | 5 | 3 | -0.7 | -4 | -10 | -14 | 0.6
Cc1sc2ncnc(NS(=O)(=O)c3ccc(Cl)cc3)c2c1C | 6 | 5 | 3 | -2.5 | -3 | -2 | -27 | 0.1
O=C(c1cccnc1)N1CCN(c2ccc3ccccc3n2)CC1 | -3 | -3 | -11 | 1.3 | 2 | 9 | -4 | 0.2
COc1ccc(CNCC(O)COc2ccc(C(C)(C)c3ccccc3)cc2)cc1 (stereo not drawn) | . | -15 | 3 | -1.9 | 0 | -1 | 73* | 0.0
O=C(C[C@@H]1C=C[C@H](NC(=O)C2CCC2)[C@H](CO)O1)Nc1nccs1 | 3 | 0 | 3 | -0.2 | 12 | 3 | 13 | -1.0
CCOC(=O)C1(C)CCCN(C(=O)c2cc(C)on2)C1 (stereo not drawn) | . | -1 | -2 | 0.0 | -11 | -4 | 7 | 0.0
CC1CC(C)CN(S(=O)(=O)c2ccc(C(=O)N3CCN(c4ccccc4)CC3)cc2)C1 (stereo not drawn) | 7 | 1 | 1 | 4.2 | -7 | . | -16 | .
CCCn1c(C)cc(C(=O)CN2C(=O)c3ccccc3S2(=O)=O)c1C | . | 82* | -4 | -1.0 | 0 | 96* | 1 | 0.4
O=C(NCC1CCCO1)C1CC(=O)N(c2ccc(F)c(Cl)c2)C1 (stereo not drawn) | 4 | -18 | 5 | 5.9 | 6 | 14 | . | 0.0
CSCCC(NC(=O)c1ccccc1)C(=O)N(C)CC(=O)Nc1ccc(N2CCOCC2)cc1 (stereo not drawn) | 5 | -6 | -10 | -1.1 | -4 | -1 | 2 | 0.5

Entries shown so far that contain fluorine (four):
SMILES | ARNT TACC3 PPI | EWS-Fli block | ERp5 inh | CFTR F508del cor | DENV2 CPE rescue | PAX8 inh HTS | INS-1E GSIS act | Xi reactivation
CCNC(=O)C[C@H]1CC[C@H]2[C@@H](COc3ccc(NC(=O)c4ccc(F)cc4)cc3C(=O)N2C)O1 | 3 | -1 | -3 | 3.3 | 13 | -5 | -3 | 0.2
CCC(=O)N1CC[C@@H]2[C@H]1c1cc(C#Cc3ccccc3F)ccc1N[C@@H]2CO | 3 | -11 | . | 0.3 | . | 9 | -1 | 0.1
CC(C)C(c1nnnn1Cc1ccc(F)cc1)N1CCN(C2CCCC2)CC1 (stereo not drawn) | -6 | -8 | 7 | 0.4 | 12 | 17 | -2 | 0.1
O=C(NCC1CCCO1)C1CC(=O)N(c2ccc(F)c(Cl)c2)C1 (stereo not drawn) | 4 | -18 | 5 | 5.9 | 6 | 14 | . | 0.0

More structures:
SMILES | ARNT TACC3 PPI | EWS-Fli block | ERp5 inh | CFTR F508del cor | DENV2 CPE rescue | PAX8 inh HTS | INS-1E GSIS act | Xi reactivation
O=S(=O)(NCCc1cn2ccccc2n1)c1ccc(F)c(C(F)(F)F)c1 | 1 | 1 | 6 | -0.7 | 8 | 5 | -22 | 0.1
COc1cccc(-c2ccc([C@@H]3[C@H](CO)N4CCCCN(S(=O)(=O)c5cccs5)C[C@@H]34)cc2)c1 | 21 | 0 | 0 | 3.4 | 6 | -21 | -22 | 0.1
COCC#Cc1ccc([C@H]2[C@H](CO)N3C(=O)CN(C(=O)C4CCOCC4)C[C@@H]23)cc1 | . | -3 | -4 | 1.3 | -3 | 7 | 11 | 0.2
CCCn1c(N)c(N(CCOC)C(=O)c2cccc(S(=O)(=O)N3CCCc4ccccc43)c2)c(=O)[nH]c1=O | -2 | 6 | 12 | -0.6 | -14 | 11 | -1 | 0.1
C[C@H]1CN=C(N(C)C)N1CCC1CCCCC1 | -1 | 3 | -3 | 2.7 | -16 | 3 | 24 | 0.2
COc1ccc(CCNC(=O)CC2SC(=NCCC(C)C)NC2=O)cc1OC (stereo not drawn) | -17 | 10 | 2 | 0.5 | 8 | 14 | 7 | 0.0
CC(=O)c1cccc(NC(=O)C(C)Sc2nnc3ccccn23)c1 (stereo not drawn) | . | -3 | 3 | 0.6 | -6 | 1 | -6 | 0.0
O=C(NC(=S)NCCN1CCOCC1)c1ccc(F)cc1 | -2 | -9 | 2 | . | 1 | -29 | -5 | 0.3
CCNC(=O)C1(C)CCN(C(=O)c2cc(F)ccc2C)C1 (stereo not drawn) | . | 0 | 2 | 16* | -8 | 0 | . | 0.0
COc1ccccc1C(=O)Nc1ccnn1C1CCN(C(=O)c2ccoc2C)CC1 | -14 | -20 | 2 | 2.0 | -2 | -28 | 49 | 0.4
CN(C(=O)c1cccc(NC(=O)Cc2ccc(NC(=O)C3CCN(S(=O)(=O)c4cccc([N+](=O)[O-])c4)CC3)cc2)c1)C1CC1 | 0 | 1 | 6 | -1.6 | ? | -9 | 7 | 0.5
Cc1ccc(-c2c[n+](=O)c3c(n2[O-])CCC3)cc1 | 6 | -7 | 4 | -1.6 | -2 | -2 | . | 0.1
COc1ccc(-c2cnc3c(c2)C(=O)N([C@@H](C)CO)C[C@H](C)[C@@H](CN(C)C(=O)C2CCC2)O3)cc1 | -3 | -23 | 8 | 0.5 | 17 | . | -8 | -0.2
CCCc1nc2ccc(NC(C)=O)cc2c(=O)n1Cc1ccccc1Cl | . | -26 | 3 | -1.3 | -2 | 3 | -6 | 0.1
COC(=O)c1c(-c2ccccc2)nn(-c2ccccc2)c1C(=O)OC | -4 | 7 | -1 | 1.2 | 6 | -16 | -16 | -0.1
CC(C)Cc1cc(CN2CCC(CO)(Cc3ccccc3)CC2)[nH]n1 | 5 | -2 | 2 | 0.1 | 15 | 23 | 10 | -0.1
COC(=O)C1=C(C)N(Cc2ccccc2)C(=S)NC1c1ccc(Cl)cc1 (stereo not drawn) | . | -6 | -6 | 0.0 | 0 | 8 | -32 | 0.3
Cc1ccc(C(=O)CCC(=O)OCC(=O)N2CCN(S(=O)(=O)c3ccc(C)cc3C)CC2)cc1 | 6 | 0 | 0 | -2.2 | 2 | 11 | -32 | 0.0
CC1CCN(C(=S)SCc2nc(N)nc(Nc3ccccc3)n2)CC1 | -3 | -25 | 4 | 0.4 | 3 | -11 | -8 | 0.3
Cc1ccc(NC(=O)C2COc3ccccc3O2)cc1S(=O)(=O)N1CCOCC1 (stereo not drawn) | 0 | -11 | 5 | -0.6 | -3 | -4 | -34 | -0.1
Cc1c(N)cccc1-n1cnnn1 | 0 | 0 | 24 | 3.8 | . | 0 | 5 | -0.1
COC(=O)c1cc(NC(=O)c2ccco2)ccc1N1CCOCC1 | 29 | -7 | -1 | 3.0 | -1 | -4 | -4 | 0.0
COc1ccc2c3c([nH]c2c1)[C@H](CO)N(S(C)(=O)=O)CC31CCN(C(=O)c2ccccc2)CC1 | . | -4 | -3 | -2.0 | 4 | . | -2 | 0.0
O=C(CN(C(=O)c1csnn1)c1ccc(F)cc1)NCc1ccc(F)cc1 | 4 | -6 | 9 | -0.8 | -5 | 4 | -5 | -0.1
C/C=C/c1ccc2c(c1)O[C@@H](CN(C)C)[C@@H](C)CN([C@@H](C)CO)S2(=O)=O | 1 | -9 | -3 | 0.4 | -7 | . | 7 | -0.7
O=C1COc2ccc(S(=O)(=O)N3CCCC3)cc2N1 | -6 | 0 | 3 | -0.3 | 1 | -3 | 11 | 0.1
Cc1ccc(OCCNC(=O)CCNS(=O)(=O)c2ccc(C)cc2)cc1 | -1 | -8 | 10 | 1.6 | -3 | -8 | 6 | -0.1
O=C(CN1C(=O)c2ccccc2S1(=O)=O)Nc1ccc(S(=O)(=O)Nc2ncccn2)cc1 | -2 | -1 | 0 | 2.3 | 1 | -12 | 17 | 0.0
COc1cccc(-c2cnc(C(O)c3ccc(OC)c(F)c3)[nH]2)c1 (stereo not drawn) | . | 2 | 4 | -0.4 | 12 | -14 | . | 0.2

3 of the compounds above, as labelled records.
COc1ccc2c3c([nH]c2c1)[C@H](CO)N(S(C)(=O)=O)CC31CCN(C(=O)c2ccccc2)CC1
- ARNT TACC3 PPI: .
- EWS-Fli block: -4
- ERp5 inh: -3
- CFTR F508del cor: -2.0
- DENV2 CPE rescue: 4
- PAX8 inh HTS: .
- INS-1E GSIS act: -2
- Xi reactivation: 0.0

O=C1COc2ccc(S(=O)(=O)N3CCCC3)cc2N1
- ARNT TACC3 PPI: -6
- EWS-Fli block: 0
- ERp5 inh: 3
- CFTR F508del cor: -0.3
- DENV2 CPE rescue: 1
- PAX8 inh HTS: -3
- INS-1E GSIS act: 11
- Xi reactivation: 0.1

Cc1ccc(OCCNC(=O)CCNS(=O)(=O)c2ccc(C)cc2)cc1
- ARNT TACC3 PPI: -1
- EWS-Fli block: -8
- ERp5 inh: 10
- CFTR F508del cor: 1.6
- DENV2 CPE rescue: -3
- PAX8 inh HTS: -8
- INS-1E GSIS act: 6
- Xi reactivation: -0.1

Screening results (PubChem BioAssay)
